# ARNT TACC3 PPI – disruptors of ARNT/TACC3 protein interaction, primary screen, biochemical, AlphaScreen, single concentration; AlphaScreen His-ARNT PAS-B/GST-TACC3 binding, luminescence; TACC3 fragment carries E629A point mutation; actives 0.66% (n = 390,000); AID 623870, 2012; inhibition, % at 9.99 µM; Transforming acidic coiled-coil-containing protein 3 (Homo sapiens), Q9Y6A5;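 active = mean inhibition of replicates at least 50% and at least half of replicates each reaching 50%; inconclusive = half or more replicates reach 50% but mean below 50%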;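 note: 0% = complete ARNT plus TACC3 wells and 100% = ARNT alone without TACC3; many hits fall short of the cut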
# esBAF inh – Bmi1 luciferase reporter increase in mESCs, primary screen, esBAF inhibitor project, mouse ES cells, Bmi1 luciferase knock-in, single point | AID 602393, 2012 | reporter increase, % at 12.5 µM | 24 h; 100% = twice the neutral-well signal | actives 2% (n = 350,000); in the data active = activation above about 40%; inconclusive = no clear call, values can overlap the other calls;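 note: 0% = median of the plate's neutral control wells and 100% = double that signal; a rise in the Bmi1 reporter signal indicates esBAF inhibition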
# F508del corr – F508del CFTR correction, initial screen, CFBE line, single point. activity (quench increase), % at 7.58 µM. CFBE cells, YFP halide quenching; stimulated with forskolin plus potentiator P3; % fluorescence drop versus neutral controls. actives 0.36% (n = 350,000). AID 720511, 2013;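 active = mean added fluorescence quench of at least 8% versus neutral control, with both replicates also reaching 8%; inconclusive = only one of the mean or replicate conditions met; inactive = mean below 8% and not both replicates reaching 8%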;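 note: cells transiently co-express mutant CFTR-F508del with the halide-sensitive YFP; corrector assay measuring rescue of mutant channel to the surface after 24 h compound exposure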
# RAD54 branch – inhibitors of human RAD54 branch migration, primary screen, biochemical, fluorescence, single point. DNA repair and recombination protein RAD54-like (Homo sapiens), Q92698. RAD54 Holliday junction branch migration, FAM/BHQ fluorescence. inhibition, % at 10.4 µM. actives 0.14% (n = 360,000). AID 602329, 2012;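 active = mean normalized replicate activity at least 40 and at least half of replicates scoring 40 or more; inconclusive = only one of the two criteria met; inactive = mean below 40 and under half of replicates reaching 40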;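 note: 0% = median of neutral control wells and 100% = median of positive control wells; inhibitors cause a drop in the FAM fluorescence signal; in these data hits start at about 50%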
# Target sequence (Q92698 whole entry, looked up): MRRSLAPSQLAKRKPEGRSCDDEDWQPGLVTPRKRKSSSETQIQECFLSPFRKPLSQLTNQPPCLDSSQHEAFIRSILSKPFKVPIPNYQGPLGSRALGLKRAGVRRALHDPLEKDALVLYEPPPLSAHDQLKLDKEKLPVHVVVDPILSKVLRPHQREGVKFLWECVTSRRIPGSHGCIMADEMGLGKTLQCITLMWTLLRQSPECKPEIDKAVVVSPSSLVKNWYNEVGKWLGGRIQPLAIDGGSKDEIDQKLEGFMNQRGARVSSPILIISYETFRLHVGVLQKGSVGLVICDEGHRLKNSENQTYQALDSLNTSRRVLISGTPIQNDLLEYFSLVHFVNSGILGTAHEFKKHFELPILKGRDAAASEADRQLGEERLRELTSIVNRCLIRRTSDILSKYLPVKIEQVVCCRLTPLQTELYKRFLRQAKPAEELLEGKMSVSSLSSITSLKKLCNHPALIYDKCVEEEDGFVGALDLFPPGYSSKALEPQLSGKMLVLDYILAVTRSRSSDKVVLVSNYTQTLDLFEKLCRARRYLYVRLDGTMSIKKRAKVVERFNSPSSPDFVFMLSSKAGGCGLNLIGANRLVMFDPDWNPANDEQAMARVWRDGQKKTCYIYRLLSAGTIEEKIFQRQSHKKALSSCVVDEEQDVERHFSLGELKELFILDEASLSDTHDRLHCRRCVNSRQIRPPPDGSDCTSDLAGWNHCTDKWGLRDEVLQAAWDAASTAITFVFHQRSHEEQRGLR
# ERAP1 HTS inh – human ERAP1 aminopeptidase inhibitors, primary screen, biochemical, single point, plate reader | recombinant ERAP1, Leu-AMC fluorescence, 60 min | inhibition, % at 10.7 µM | Endoplasmic reticulum aminopeptidase 1 (Homo sapiens), Q9NZ08 | AID 652197, 2013 | actives 0.15% (n = 340,000);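 active = mean replicate inhibition of at least 30%, or all replicates individually reaching that 30% level; inactive = mean below 30% and not every replicate reaching it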;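 note: 0% = neutral control wells and 100% = L-leucinethiol positive control wells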
# INS-1E GSIS act – GLuc luminescence reporter in INS-1E cells, primary screen for activators of glucose-dependent secretion of insulin; INS-1E GLuc reporter insulin secretion, 2-3 h; actives 0.61% (n = 370,000); activation, % at 16.6 µM;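 active = lowest replicate activation of at least 40%, so every replicate reaches that level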;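 note: 0% = median of neutral control wells and 100% = median of IBMX positive control wells; some compounds called inactive have numbers as strong as hits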
# Xi reactivation – activators of inactive X chromosome reactivation, primary screen, imaging, XiGFP fibroblasts, GFP high-content imaging, set 2 | XiGFP mouse fibroblasts, % GFP-positive cells imaging, 3 d; cells co-treated with 5-aza-dC sensitizer; scaled so ellipticine positive control = 100% | activation, % at 7.58 µM | actives 0.055% (n = 360,000) | AID 743238, 2013;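 active = mean normalized replicate activation at least 10% and every replicate at or above 10%; inconclusive = only one of the two criteria met; inactive = mean below 10% and not all replicates reach 10%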;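 note: 0% = median of on-plate neutral control wells and 100% = ellipticine 6 µM median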
#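 Material: XiGFP fibroblasts, SV40-immortalized. Buffer or medium: DMEM plus 5-aza-dC sensitizer. Compound: single concentration per compound, delivered by pin transfer. Times: 3 days compound exposure. Controls: ellipticine 6 µM.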
# RAD52 anneal inh – RAD52 DNA annealing inhibitors, primary screen, biochemical, FRET, single point, set 2 | recombinant RAD52 DNA annealing, FRET fluorescence | inhibition, % at 18.7 µM | actives 0.46% (n = 360,000);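 active = every replicate showing at least 50% inhibition; inconclusive = mean inhibition at least 50% but not in every replicate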
# * hit, by the source's call; ? = inconclusive; nt = no result given. No enrichment for hits; about 3.3% have a hit in one of these screens.
[1] C[C@@H]1CN([C@H](C)CO)C(=O)c2cccc(NC(=O)c3ccc(-c4nccs4)cc3)c2O[C@H]1CN(C)S(=O)(=O)c1ccccc1
[2] O=C(N/N=C/c1ccncc1)C1CC1(c1ccccc1)c1ccccc1 (centres undefined)
[3] COc1ccc(-n2nc(C(=O)NCC(=O)Nc3cc(OC)ccc3OC)c3ccccc3c2=O)cc1
[4] C[C@H](CO)N1C[C@H](C)[C@@H](CN(C)CC2CCCCC2)Oc2c(NC(=O)NC3CCCCC3)cccc2C1=O
[5] Cc1ccc(N2CCN(C(=O)C(=O)c3cccc(Br)c3)CC2)cc1
[6] C=CC[C@@H](CC(=O)N[C@@H](CO)Cc1ccccc1)C(=O)N[C@@H](COC(=O)[C@@H](CC=C)Cc1ccc(F)cc1)Cc1c[nH]c2ccccc12
[7] CCCCC(=O)Nc1ccc(C(=O)NNC(=S)NC(=O)c2ccco2)cc1
[8] O=C(O)C1CN(c2nc(Cl)ccc2[N+](=O)[O-])C1
[9] O=C(NCc1ccc(C(F)(F)F)cc1)c1ccc(-c2cccnc2)c2ccoc12
[10] C[C@@H]1CN([C@@H](C)CO)C(=O)c2cc(NS(=O)(=O)c3ccc(F)cc3)ccc2O[C@H]1CN(C)Cc1ccc(Cl)c(Cl)c1

screen / no.	1	2	3	4	5	6	7	8	9	10
ARNT TACC3 PPI	-2	15	20	5	nt	1	-1	-7	nt	5
esBAF inh	-3	nt	4	-1	nt	8	11	nt	?	7
F508del corr	3.8	-0.2	3.1	4.0	1.9	-3.4	3.9	-0.5	0.6	0.1
RAD54 branch	6	nt	-5	2	nt	10	nt	nt	5	7
ERAP1 HTS inh	0	-2	1	-3	-2	nt	0	-4	-1	-3
INS-1E GSIS act	-1	-12	-7	-10	7	-20	-8	-10	-26	-25
Xi reactivation	-0.1	-0.1	0.0	-0.6	0.0	0.3	0.3	0.0	0.0	0.9
RAD52 anneal inh	-5	2	-38	-1	-7	-14	-18	-18	-13	-37

[11] COc1ccc(OC)c(-c2csc(NC(=O)Cc3ccc(OC)c(OC)c3)n2)c1
[12] CCOc1ccccc1NC(=O)CNC(=O)N1CC(=O)Nc2ccccc21
[13] Cc1c(C)c2ccc(OC(C)C(=O)N3CC[C@@]4(O)CCCC[C@H]4C3)cc2oc1=O (some centres undefined)
[14] COc1cccc(-c2ccc([C@H]3[C@H](C#N)N(C(=O)Cc4ccncc4)[C@H]3CO)cc2)c1
[15] Cc1ccsc1C1Nc2ccccc2-c2nc3ccccc3n21 (centres undefined)
[16] Cc1ccsc1C(=O)OCC(=O)N1CCN(c2ccccc2)CC1
[17] CCOc1ccc(C(c2nnnn2C(C)(C)C)N2CCN(C(=O)c3ccco3)CC2)cc1 (centres undefined)
[18] Cc1nn(C)c(C)c1/C=C/C(=O)c1cccs1
[19] O=C1CN(Cc2ccc(F)cc2)C[C@H]2[C@H](c3ccc(Br)cc3)[C@@H](CO)N12
[20] O=C(CSc1nnc(CNC(=O)c2cccs2)o1)Nc1ccc(Br)cc1

screen / no.	11	12	13	14	15	16	17	18	19	20
ARNT TACC3 PPI	10	-7	-2	6	0	-1	1	8	nt	5
esBAF inh	-2	2	9	13	nt	nt	-1	19	nt	-5
F508del corr	0.8	-1.8	1.7	-4.9	nt	1.1	-0.2	nt	2.1	-0.4
RAD54 branch	5	2	-2	-2	nt	nt	14	4	nt	4
ERAP1 HTS inh	-2	0	1	-5	-9	2	-3	nt	-1	-6
INS-1E GSIS act	-18	-4	4	-4	nt	nt	9	24	0	-8
Xi reactivation	0.0	0.0	nt	0.0	30*	0.3	-0.1	nt	-0.1	0.1
RAD52 anneal inh	-7	-14	-10	-2	-10	-4	-7	nt	15	-9

[21] CC1=CC2=C(C=O)C(=O)C(C)(O)C(O)C2=CO1 (centres undefined)
[22] COc1ccccc1CC1CC(=O)N(c2ccccc2)C1=O (centres undefined)
[23] COc1ccccc1-c1ccc([C@H]2[C@@H](CO)N(C(=O)C3CCCCC3)[C@H]2C#N)cc1
[24] CC(c1ccc(F)cc1)n1c(Cn2ncc3ccccc3c2=O)n[nH]c1=S (centres undefined)
[25] Cc1ccc(C)c(-n2cc(CNCCCn3cccn3)c(-c3ccccc3)n2)c1
[26] C=CCn1c(NCc2ccco2)nc2ccccc21
[27] Cc1cccc(N2CCN(C(=S)c3ccc4c(c3)OCO4)CC2)c1
[28] c1ccc(-c2nnc(CN3CCN(C(c4ccccc4)c4ccccc4)CC3)o2)cc1
[29] O=c1cc(N2CCN(c3ccccc3)CC2)[nH]c(=O)n1Cc1ccc(F)cc1
[30] O=C([C@H]1O[C@@H](n2ccc(=O)[nH]c2=O)[C@H](O)[C@@H]1O)N1CCC(F)(F)CC1

screen / no.	21	22	23	24	25	26	27	28	29	30
ARNT TACC3 PPI	nt	nt	-3	-3	-2	0	-2	26	4	nt
esBAF inh	-6	2	-1	nt	-3	1	-4	4	1	-5
F508del corr	nt	0.8	-0.8	1.9	3.7	-0.4	5.5	-1.2	2.9	-2.7
RAD54 branch	0	5	-5	nt	-14	2	-2	-5	-2	2
ERAP1 HTS inh	5	-1	3	-1	0	-2	-2	4	8	2
INS-1E GSIS act	nt	-5	-12	-10	-12	0	-14	-12	nt	-3
Xi reactivation	0.0	0.0	0.2	0.4	0.2	0.0	0.1	0.2	0.0	0.3
RAD52 anneal inh	-20	-8	-42	-7	-71	-2	-17	-7	-19	-14

[31] Cn1c(=O)c(=O)n(C)c2cc([N+](=O)[O-])c([N+](=O)[O-])cc21
[32] Cc1nnc(SC(C)C(=O)Nc2ccc(Cl)cn2)n1Cc1ccccc1 (centres undefined)
[33] CCc1nccn1CCC(=O)N1CCCC(N2CCN(c3ccccc3C)CC2)C1 (centres undefined)
[34] O=C(NCCc1c[nH]c2ccccc12)OCCCCOC(=O)NCCc1c[nH]c2ccccc12
[35] Cc1ccc(C(=O)N2CCN(C)CC2)cc1[N+](=O)[O-]
[36] CO[C@H]1CN(C)C(=O)c2cc(NC(C)=O)ccc2OC[C@H](C)N(C(=O)c2ccccc2)C[C@H]1C
[37] COCc1cn(CC[C@@H]2CC[C@H](NC(=O)Nc3ccc(F)cc3)[C@@H](CO)O2)nn1
[38] N/C(=N\OC(=O)Nc1cccc(C(F)(F)F)c1)c1ccno1
[39] CN(C)C(CNC(=O)CN1C(=O)NC2(CCCC2)C1=O)c1ccccc1 (centres undefined)
[40] CC1CCC(NC(=O)c2cc3ccccc3cc2O)CC1 (centres undefined)

screen / no.	31	32	33	34	35	36	37	38	39	40
ARNT TACC3 PPI	15	-1	nt	-21	-2	-6	4	4	4	nt
esBAF inh	nt	-6	-4	4	5	3	0	-5	-3	77*
F508del corr	-3.7	0.4	1.8	-2.0	-1.4	nt	1.8	-0.3	-1.3	1.0
RAD54 branch	nt	-14	10	7	-10	-5	0	5	-3	-7
ERAP1 HTS inh	3	8	0	-3	1	-1	2	0	-2	0
INS-1E GSIS act	-4	-2	-2	-7	-5	12	-4	-51	34	5
Xi reactivation	0.2	nt	0.0	0.1	0.1	0.5	0.3	-0.1	0.0	0.0
RAD52 anneal inh	0	-12	3	4	-8	-1	-8	-22	-13	-12

# Brought forward from above: 2 entries, then new ones.
[39] CN(C)C(CNC(=O)CN1C(=O)NC2(CCCC2)C1=O)c1ccccc1 (centres undefined)
[40] CC1CCC(NC(=O)c2cc3ccccc3cc2O)CC1 (centres undefined)
[41] O=C(N/N=C\c1cccs1)c1ccccc1-n1cccc1
[42] Fc1cccc(Cl)c1CSc1nnc(CNc2ccccc2)o1
[43] COc1ccc(C#Cc2cnc3c(c2)C(=O)N([C@@H](C)CO)C[C@@H](C)[C@H](CN(C)C(=O)CC2CC2)O3)cc1
[44] O=C(NCc1ccc(Cl)cc1)C(=O)Nc1nccs1
[45] NS(=O)(=O)c1ccc(CNS(=O)(=O)Cc2ccc(Cl)cc2)cc1
[46] CCC(=O)Nc1ccc2c(c1)C(=O)N(C)[C@H]1CC[C@@H](CC(=O)N3CCc4ccccc4C3)O[C@@H]1CO2
[47] CCCCNC(=O)/C(=C/c1ccccc1)NC(C)=O
[48] O=c1[nH]c2cc3c(cc2cc1CN(Cc1cccnc1)C(=S)NCc1ccco1)OCCO3
[49] CCOC(=O)c1cnc2cc(-c3ccc(Br)cc3)nn2c1C
[50] CC1(C(=O)NCCC#N)CCN1C(=O)Cc1ccc(-c2ccccc2)cc1 (centres undefined)

screen / no.	39	40	41	42	43	44	45	46	47	48	49	50
ARNT TACC3 PPI	4	nt	1	-1	-2	21	-7	-6	0	4	-4	nt
esBAF inh	-3	77*	nt	nt	-1	nt	-4	2	-7	nt	31	1
F508del corr	-1.3	1.0	-4.3	-1.3	0.9	-1.4	5.9	1.7	nt	-0.6	-0.6	-4.0
RAD54 branch	-3	-7	5	nt	8	nt	-8	5	nt	nt	0	6
ERAP1 HTS inh	-2	0	-7	2	-2	2	2	0	1	4	-4	9
INS-1E GSIS act	34	5	-12	-15	-13	1	nt	4	nt	-1	12	-11
Xi reactivation	0.0	0.0	0.2	0.0	0.2	0.0	-0.1	0.1	0.0	0.7	0.1	-0.1
RAD52 anneal inh	-13	-12	-3	-18	-12	-17	-1	-6	-13	-134	-13	-7

# Compound profiles (already shown). Values in the order: ARNT TACC3 PPI, esBAF inh, F508del corr, RAD54 branch, ERAP1 HTS inh, INS-1E GSIS act, Xi reactivation, RAD52 anneal inh
# Cc1ccc(N2CCN(C(=O)C(=O)c3cccc(Br)c3)CC2)cc1 is listed as nt, nt, 1.9, nt, -2, 7, 0.0, -7
# CN(C)C(CNC(=O)CN1C(=O)NC2(CCCC2)C1=O)c1ccccc1 (centres undefined) is listed as 4, -3, -1.3, -3, -2, 34, 0.0, -13

# Other entries:
[51] CCOC(=O)CC(=O)COc1nc2cc3c(nc2o1)CCCC3
[52] O=C(OCc1cn([C@H]2C[C@H](c3ccccc3)N(C(=O)c3cccs3)C[C@@H]2O)nn1)c1ccccc1
[53] CCOC(=O)Cc1nn(C(C)C)c(=O)c2ccccc12
[54] Cc1ccc(S(=O)(=O)CC(=O)NC(C)c2ccccc2)cc1 (centres undefined)
[55] C[C@H](NC(=O)c1ccco1)C(=O)NNC(=O)COc1cccc(C(F)(F)F)c1

screen / no.	51	52	53	54	55
ARNT TACC3 PPI	-9	nt	-9	4	2
esBAF inh	59*	-5	-7	nt	-2
F508del corr	-0.7	4.4	-0.1	-3.1	-0.7
RAD54 branch	0	3	11	5	-8
ERAP1 HTS inh	-3	1	3	2	-1
INS-1E GSIS act	0	-10	9	7	-21
Xi reactivation	0.0	0.4	0.0	0.2	0.0
RAD52 anneal inh	-9	-9	-10	-8	-7
